Screening results as filed in PubChem BioAssay.
ELG1 repair inh – qHTS screen for small molecules that inhibit ELG1-dependent DNA repair in human embryonic kidney (HEK293T) cells expressing luciferase-tagged ELG1; Potency, µM (doses to about 46.1 µM), without a hit: top-dose activity change, negative = inhibition, hits mostly inhibitors; HEK293T ELG1-luciferase reporter, luminescence, 16 h; DNA damage induced by 5-fluorouridine; 2.3% of 330,000 active; note: potency is the fitted concentration of half-maximal effect; % is set by controls: 0 for no effect and ±100 for the full control effect; nearly all actives have a fitted effect of over 55% in size
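Reporter activity after DNA damage by 5-fluorouridine is monitored. Compound-treated cells incubate 16 hr at 37 °C, then ONE-Glo is added for 30 min before luminescence reading.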
USP2a block – qHTS Assay for Inhibitors of Ubiquitin-specific Protease USP2a Using CHOP2 as the Reporter. Ubiquitin carboxyl-terminal hydrolase 2 (Homo sapiens), O75604. USP2 core, Ub-CHOP2 coupled fluorogenic reporter, 485/531. Potency, µM (series often up to 38.3 µM), for the others: at the highest dose activity change, negative = inhibition, hits mostly inhibitors. 0.01% of 330,000 active. AID 463254, 2010;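 note: potency is the fitted concentration of half-maximal effect; plate controls were DMSO wells for no effect and full inhibition by NEM control for full effect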
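USP2 core (10nM final) preincubated 30min RT with compound in 20mM Tris-HCl pH 8.0, 2mM CaCl2, 2mM beta-mercaptoethanol, 0.05% CHAPS; 25nM Ub-CHOP2 plus 25nM reporter substrate added, fluorescence (Ex485/Em531) read after 60min.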
Mito fusion yeast – qHTS Assay for Small Molecule Inhibitors of Mitochondrial Division or Activators of Mitochondrial Fusion. Potency, µM (doses to about 46.1 µM), without a hit: at the top dose growth rescue (activation), usual class: activators. 0.23% of 320,000 active. S. cerevisiae fusion-defective mutant growth rescue, CellTiterGlo 48 h. AID 485298, 2010;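 note: potency is the fitted concentration of half-maximal effect; % of control where 0% means no effect; nearly all actives have a fitted effect of over 45% in size; temperature-sensitive fusion mutants such as fzo1-1 at 37 °C on non-fermentable ethanol glycerol medium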
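Temperature-sensitive fusion-defective S. cerevisiae (e.g. fzo1-1, mgm1-5) were grown with compound in YPEG medium (3% ethanol, 3% glycerol) for 48 hours at 37C. Growth rescue was measured as viability by CellTiterGlo luminescence after 10 minutes at ambient.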
B2AR arrestin – qHTS assay of beta-arrestin-biased ligands of beta2-adrenergic receptor; Potency, µM (highest dose often 46.1 µM), for the others: top-dose activation, usual class: activators; beta-arrestin recruitment to beta2AR, cell-based reporter; Beta-2 adrenergic receptor (Homo sapiens), P07550; 0.02% of 330,000 active;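 note: potency is the fitted concentration of half-maximal effect; 0% = DMSO controls and full agonism = EC100 isoproterenol or metaproterenol; nearly all actives have a fitted effect of over 65% in size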
TCR act – Activators of T cell receptors: qHTS campaign. primary human leukocytes, anti-CD3, IL-2 HTRF, 48 h. Potency, µM (series often up to 9.22 µM), inactives show top-dose activation of IL-2 secretion, hits mostly activators. 330,000 tested, under 10 active; note: % of control where 0% means no effect
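HTRF read-out of IL-2 secretion: europium cryptate donor excited at 320nm, d2 acceptor emission at 665nm. Cells were primary human leukocytes incubated 48 hr with compounds and a-CD3 beads, supplying TCR signal only.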
Tb PFK inh – qHTS Assay to Find Inhibitors of T. brucei phosphofructokinase. T. brucei PFK, ADP-Glo luminescence. Potency, µM (top dose mostly 57.5 µM), without a hit: top-dose activity, negative = inhibition, actives largely listed as inhibitors. 0.17% of 330,000 active. AID 485367, 2010;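 note: potency is the fitted concentration of half-maximal effect; 0% = uninhibited 1x PFK enzyme wells and -100% = no-enzyme wells; nearly all actives have a fitted effect of over 60% in size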
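Activity is normalized to no-enzyme wells (full inhibition) and 1.25 nM enzyme wells (no inhibition). Reaction: 0.5 mM F6P, 0.1 mM ATP, 45 min RT, ADP-Glo luminescence; concentration-response curves fitted and classed by quality.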
Eya2 phos inh – qHTS Assay for Inhibitors of the Phosphatase Activity of Eya2 | Potency, µM (series often up to 76.9 µM), for the others: top-dose activity, negative = inhibition, usual class: inhibitors | recombinant Eya2, OMFP fluorescence dephosphorylation (OMFP is methylfluorescein phosphate) | Protein phosphatase EYA2 (Homo sapiens), O00167 | 0.006% of 330,000 active; note: potency is the fitted concentration of half-maximal effect; % is set by controls: 0 for no effect and ±100 for the full control effect
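Eya2 protein (added as 0.2 uM solution) was preincubated with compound for 10 min at ambient temperature in 50 mM HEPES pH 7.5, 50 mM NaCl, 5 uM MgCl2, 0.05% BSA, 1 mM DTT. OMFP (added at 50 uM) then reacted 10 min; fluorescence read at 485/525 nm.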
PTAP TSG101 blk – qHTS Assay for Iinhibitors of HIV-1 Budding by Blocking the Interaction of PTAP/TSG101 | 340,000 tested, under 10 active | Fluorescence polarization, FITC-PTAP peptide / Tsg101 binding | AID 493005, 2010 | Potency, µM (highest dose often 115 µM), for the others: at the top dose activity change, negative = inhibition, most hits filed as inhibitors; active = well fitted inhibition curve with a large enough effect in the main read-out, with a control signal flat, not every such curve was filed as active; inconclusive = small, poorly fitted or top-dose-only effect, or effect the other way, or a change in a side signal; inactive = no such curve, though single readings can be large or run the other way; note: potency is the fitted concentration of half-maximal effect; % of control where 0% means no effect
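Fluorescence polarization binding of Tsg101 binding domain (10 uM final) to FITC-labeled PTAP peptide (50 nM final) in HEPES pH 7.5 buffer with NaCl, Tween 20, EDTA, TCEP. Compounds added before peptide; binding 20 min at RT.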
uPA surface inh – qHTS for Inhibitors of Cell Surface uPA Generation; cell surface uPA generation assay, qHTS; Potency, µM (highest dose often 38.3 µM), without a hit: top-dose activity change, negative = inhibition, usual class: inhibitors; 0.31% of 330,000 active; AID 540303, 2011; active = well fitted inhibition curve with a large enough effect; inconclusive = small, poorly fitted or top-dose-only effect; inactive = no such curve, though single readings can be large or run the other way; tested in mouse RAW 264.7 cells; note: potency is the fitted concentration of half-maximal effect; % is set by controls: 0 for no effect and ±100 for the full control effect; nearly all actives have a fitted effect of over 55% in size
TSHR antagonist – Antagonists of the Thyroid Stimulating Hormone Receptor: HTS campaign | activity change, negative = inhibition, % at 11.5 µM | AID 504810, 2011 | 0.2% of 330,000 active | TSHR-expressing cells, TSH-stimulated cAMP HTRF, 2 h; hits give low values | Thyrotropin receptor (Homo sapiens), P16473;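 active = activity change below a set negative limit, meaning inhibition stronger than a set level, cut at about -70% in these data; inconclusive = activity change between two set negative limits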; note: % is set by controls: 0 for no effect and ±100 for the full control effect
Target sequence (P16473 whole entry, looked up): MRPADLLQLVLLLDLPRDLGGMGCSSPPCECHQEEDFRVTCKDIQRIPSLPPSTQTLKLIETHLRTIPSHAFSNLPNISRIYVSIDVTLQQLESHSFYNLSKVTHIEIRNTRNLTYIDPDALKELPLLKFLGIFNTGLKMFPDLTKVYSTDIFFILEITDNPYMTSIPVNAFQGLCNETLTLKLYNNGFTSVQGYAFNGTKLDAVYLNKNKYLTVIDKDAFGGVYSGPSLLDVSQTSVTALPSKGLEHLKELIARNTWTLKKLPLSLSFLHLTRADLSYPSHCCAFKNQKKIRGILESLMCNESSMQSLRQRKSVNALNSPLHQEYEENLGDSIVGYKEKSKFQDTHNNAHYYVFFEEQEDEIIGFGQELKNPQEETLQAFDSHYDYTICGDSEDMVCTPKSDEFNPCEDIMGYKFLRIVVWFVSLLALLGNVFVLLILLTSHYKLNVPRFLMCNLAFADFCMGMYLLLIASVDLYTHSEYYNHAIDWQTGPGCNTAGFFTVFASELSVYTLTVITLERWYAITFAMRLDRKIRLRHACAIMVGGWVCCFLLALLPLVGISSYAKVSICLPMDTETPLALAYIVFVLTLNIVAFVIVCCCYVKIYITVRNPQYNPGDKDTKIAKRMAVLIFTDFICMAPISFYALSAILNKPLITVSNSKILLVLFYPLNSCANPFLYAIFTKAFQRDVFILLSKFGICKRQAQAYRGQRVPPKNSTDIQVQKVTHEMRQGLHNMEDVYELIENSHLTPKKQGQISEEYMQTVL
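TSHR-expressing cells were treated with compounds, then stimulated with TSH at EC80 (4nM final) for 2 hours at 37 deg C. Cellular cAMP was measured by HTRF competition between lysate cAMP and cAMP-d2 for a cryptate-labelled anti-cAMP antibody.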
BCR signal inh – qHTS Assay to Find Inhibitors of Chronic Active B-Cell Receptor Signaling | ABC-DLBCL IkBa-CBG/CBR reporter, luminescence ratio, 4 h | Potency, µM (series often up to 46.1 µM), for the others: at the highest dose ratio change, negative = lower green/red ratio, most hits filed as inhibitors | 0.05% of 340,000 active | AID 493014, 2011; active = well fitted inhibition curve with a large enough effect in the signal ratio, with a control signal flat, not every such curve was filed as active; inconclusive = small, poorly fitted or top-dose-only effect, or effect the other way, or a change in a side signal; the % refers to the signal ratio;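 note: potency is the fitted concentration of half-maximal effect; plate controls were basal doxycycline-induced cells for no effect and cells given 10 µM MG132 for full effect; MG132 reads +100%, hits lower the ratio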
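Doxycycline induced both beetle luciferases in TMD8 lymphoma cells; IKK-driven degradation limits the IkappaBalpha-fused green signal, while red luminescence normalises for cell number and nonspecific effects. Compounds tested up to 46 uM, 4 hrs.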
Starred values were filed as active, the others as inactive; ? = inconclusive; . = not tested or not shown; [ ] = remark or other dose. Unless noted, calls come from the whole dose curve; as a rule, active = well fitted curve in the direction sought with a large enough effect; inconclusive = small, poorly fitted or top-dose-only effect, or another doubt; inactive = no such curve, though single readings can be large; an effect the other way counts as inactive or inconclusive.

SMILES	ELG1 repair inh	USP2a block	Mito fusion yeast	B2AR arrestin	TCR act	Tb PFK inh	Eya2 phos inh	PTAP TSG101 blk	uPA surface inh	TSHR antagonist	BCR signal inh
COc1ccc(N2CC(C(=O)NCCc3ccc(OC)c(OC)c3)CC2=O)cc1 (configuration not stated)	-2%	2%	-2%	0.2%	0%	-2%	-10%	-4%	-5%	-8	-3%
COc1ccc(Br)cc1S(=O)(=O)N1CCCc2ccccc21	-15%	0%	-6%	0.1%	6%	1%	0%	-1%	3%	8	-6%
O=C(Nc1cc(N2CCCCC2)ncn1)c1ccccc1	?	-1%	-2%	-0.3%	-2%	1%	-19%	-5%	4%	-10	?
CCO[C@H]1OC(C(=O)Nc2ccccc2)=C[C@@H](c2ccc(Br)cc2)[C@@H]1CCCO	?	3%	15%	5.5%	-6%	-3%	-12%	-1%	-18%	-17	?
COC(=O)c1sccc1NC(=O)Nc1cc(C)ccc1C	-6%	1%	3%	-0.3%	-3%	-1%	-2%	0%	-1%	-1	0%
O=C(NCCCN1CCOCC1)c1c(F)cccc1F	1%	1%	-2%	-0.1%	-4%	-2%	3%	-5%	.	18	4%
COc1ccc(OC)c(NC(=O)CSc2nnc(N)s2)c1	13%	-1%	-2%	-0.7%	2%	-2%	13%	0%	1%	4	0%
CCOCCCNC(=O)CN1N=C(c2ccc(C)cc2)CCC1=O	9%	-2%	2%	-0.6%	-3%	-10%	23%	-7%	11%	-7	-3%
O=C(NCc1ccncc1)c1cc(C(=O)C2CCCCC2)c[nH]1	?	-4%	-1%	-0.6%	5%	-4%	1%	2%	-10%	-6	0%
CCCc1nnc2n1N=C(c1ccc(-c3cc(Cl)ccc3Cl)o1)CS2	6%	2%	-1%	-0.6%	-11%[46.1 µM]	0%	-3%	.	.	4	?
CCc1ccccc1NC(=O)CN(C)C(=O)CSc1nc2cc(Cl)ccc2s1	?	2%	-2%	-1.3%	-7%[46.1 µM]	-2%	-1%	-7%	1%	28	9%
Cc1nn(C)c(C)c1CN(C)S(=O)(=O)c1ccc(F)cc1	?	0%	-4%	-0.5%	-4%[46.1 µM]	-1%	-7%	-2%	0%	21	?
CC1CCCN(CCCNC(=O)C2CCC(CNS(=O)(=O)c3cccc4nsnc34)CC2)C1 (configuration not stated)	21%	-1%	20%	4.7%	-4%	-1%	-14%	-2%	3%	4	3%
CN(NC(=O)c1ccccc1Cl)c1ncc(C(F)(F)F)cc1Cl	2%	-1%	2%	0.1%	-2%	1%	11%	-1%	5%	-11	10%
Cc1ccc(NC(=O)c2onc(C)c2Cl)cc1	?	?	2%	0.5%	-1%	-6%	12%	-1%	-19%	-16	11%
COCCSc1nc2c(c(=O)[nH]c(=O)n2C)n1CCC(C)C	-6%	0%	-2%	-0.4%	0%	0%	23%	-2%	4%	-4	-19%
CCCOc1ccc(C(=O)NC(=S)Nc2nc(C)c(C(=O)N(C)C)s2)cc1	-3%	-1%	8%	0.3%	1%	-1%	-12%	-1%	.	-11	?
N/C(=N\N=C\c1cccc(O)c1)c1nonc1N	?	-2%	-4%	0.1%	3%	-5%	0%	0%	10%	-7	?
S=C(NCCc1ccccn1)Nc1ccccc1Cl	?	4%	-6%	0.0%	-2%	-4%	-5%	0%	3%	19	-4%
COc1ccc(NC(=O)Nc2c(C)n(C)n(-c3ccccc3)c2=O)cc1	?	2%	-4%	0.1%	4%	-1%	10%	-3%	-14%	6	?
Cc1ccc(Cn2nc(-c3ccccc3)nc2-c2ccccc2)cc1	?	-1%	-12%	-1.1%	6%	0%	-19%	0%	7%	2	7%
CCN(CC)CC(=O)Nc1nn(-c2ccccc2)nc1C(N)=O	7%	-1%	2%	0.4%	.	-1%	-19%	-8%	-3%	5	4%
CCOC(=O)N1CCN(Cc2c(NC(=O)c3ccco3)sc(C)c2C)CC1	5%	-2%	-6%	-0.1%	-5%	-5%	5%	1%	7%	4	1%
COc1ccc2[nH]cc(CCNC(=O)Nc3ccccc3)c2c1	6%	4%	6%	0.3%	-8%	-2%	-6%	-3%	2%	8	?
COc1cc(/C=N/NC(=O)Cc2nnc(N)s2)cc(OC)c1OC	1%	-4%	2%	-0.5%	0%	-2%	5%	-2%	7%	2	-5%
CC(C)(C)OC(=O)C[C@H]1C/C=C\C[C@@H](CC(=O)NCCO)C(=O)NCCOC1=O	?	5%	.	0.2%	-6%	-1%	5%	.	12%	-4	2%
COc1ccc(-c2cc(C(=O)NNC3=NCCC3)c3c(C)nn(-c4ccccc4)c3n2)cc1	-2%	-2%	-15%	0.2%	.	1%	-3%	0%	0%	0	2%
Cc1cccc(NC(=O)C2CCN(C(=O)c3ccccc3C)CC2)n1	13%	3%	-3%	-0.2%	.	-4%	13%	-4%	-2%	-8	2%
Cc1c(NS(=O)(=O)c2ccc3c(c2)Cc2ccccc2-3)c(=O)n(-c2ccccc2)n1C	0%	-1%	-1%	0.1%	1%	1%	10%	-7%	0%	-1	-1%
COc1cc(NC(=S)NCCc2c[nH]c3ccccc23)c(OC)cc1Cl	?	-1%	10%	-1.1%	4%[46.1 µM]	?	0%	0%	-1%	50	?
COc1ccc(OCC(=O)N2c3ccccc3CC2C)c([N+](=O)[O-])c1 (configuration not stated)	?	-1%	.	0.2%	-11%	-2%	-7%	-6%	-2%	-3	0%
CC(=O)N(C(C)=O)c1c(N2CCCC2)c2ccccc2oc1=O	13%	0%	-4%	0.0%	-9%	1%	2%	-1%	-1%	-6	?
O=C(NCc1ccccc1)C1=C[C@@H](c2ccccc2)C[C@@H](OCc2ccc(CO)cc2)O1	9%	-9%	2%	0.4%	0%	3%	-7%	0%	-5%	-5	-19%
CCn1c(SCC(=O)N/N=C/c2cccs2)nc2ccccc21	-5%	0%	-7%	1.6%	-9%[46.1 µM]	-3%	3%	-3%	?	4	-1%
COc1ccc(CNc2nc3c(c(=O)[nH]c(=O)n3C)n2Cc2ccccc2)cc1	?	-4%	3%	5.2%	-3%	6%	-2%	-1%	0%	4	-2%
O=C(Nc1ccccc1N1CCOCC1)c1cccc(S(=O)(=O)Nc2ccccc2F)c1	?	2%	?	-2.5%	2%	-1%	2%	-1%	-3%	13	-1%
Cc1cc(C(=O)N(C)CC2CCCN(CCc3ccc(F)cc3)C2)c(C)o1 (configuration not stated)	-1%	0%	-3%	-0.4%	-5%	0%	-8%	-4%	4%	-12	?
CC1(C)O[C@H]2OC([C@H](O)CON3C(=O)c4ccccc4C3=O)[C@H](O)[C@H]2O1 (some centres not stated)	1%	1%	-6%	-0.4%	-42%	-1%	9%	-1%	5%	-16	-2%
O=C(O)c1ccccc1-c1ccccc1C(=O)Nc1nc2ccccc2s1	20%	0%	6%	0.6%	6%	16%	7%	-11%	2%	-5	3%
O=C(CN(C(=O)CCC(=O)Nc1ccccn1)c1ccc2c(c1)OCO2)NCc1ccc(F)cc1	-5%	4%	-13%	0.0%	4%	1%	0%	0%	-6%	-8	1%
N#CCSc1nc(N)c(C#N)c(C2CCCCC2)c1C#N	?	1%	2%	-1.0%	1%	-1%	19%	-8%	-4%	-10	?
COc1ccc2[nH]c(=O)c(CN(C)C(=O)C3CCCCC3)cc2c1	13%	?	0%	-0.5%	-2%	4%	15%	0%	-4%	3	-1%
